# bovine MsrA act = activates bovine MsrA enzyme | purified bovine MsrA, absorbance read-out | activation, % at 10.6 µM | hit rate 0.3% among 360,000 | AID 602163; in the data active = activation above about 7.5%;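 also: 0% = vehicle and 100% = reference activator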
# CendR NRP1 mod = NRP-1/CendR interaction modulation | O14786 | FAM-RPARPAR peptide binding to NRP-1, fluorescence polarization | inhibition, % at 25 µM | hit rate 0.85% among 360,000 | AID 602438;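 active = inhibition or corrected inhibition above about 18%, plus a signal ratio from 0.5 to 1.5, limit read from the data, passing the limit was not always enough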; also: strong numbers were not always called active
# Tb MetRS inh = Trypanosoma brucei MetRS inhibition | inhibition, % at 11.9 µM | hit rate 0.4% among 360,000 | purified T. brucei MetRS, ATP depletion, Kinase-Glo luminescence;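 active = inhibition above a per-plate cutoff of the control wells' mean inhibition plus 3 SD, cut at about 5.5% in these data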;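 also: 0% = DMSO wells median and 100% = median of wells with control inhibitor compound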
#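 System: purified T. brucei MetRS enzyme / Detection: Kinase-Glo luciferase luminescence reporting remaining unconsumed ATP / Medium: HEPES buffer with MgCl2, KCl, DTT, spermine, BSA, pyrophosphatase / Replication: singlicate, one well per compound / Evaluation: percent inhibition relative to median high and low control wells / Schedule: 2 h aminoacylation at 25 °C after 15 min preincubation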
# SKN-1 inh = inhibitors of C. elegans SKN-1. C. elegans VP596 Pgst-4::GFP/RFP ratio, acrylamide-induced, 24 h. inhibition, % at 21.8 µM. hit rate 0.49% among 360,000. AID 624304;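 active = interference check ratio from 0.5 to 1.5 plus GFP to RFP signal ratio inhibition reaching or exceeding a fixed threshold, cut at about 30% in these data, passing the limit was not always enough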; also: some compounds called inactive have numbers as strong as hits
# MLLE-PAM2 inh = blocks PAM2 peptide binding to the PABP1 MLLE domain; P11940; GST-MLLE / FITC-PAM2 fluorescence polarization; inhibition, % at 20 µM; hit rate 0.36% among 360,000; AID 588489; in the data active = inhibition above about 35%, passing the limit was not always enough;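 also: plate controls were DMSO wells with GST-MLLE for no effect and wells lacking GST-MLLE protein for full effect; some results filed as inactive read as strong as hits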
# Target sequence (P11940 whole entry, looked up, the tested form may be a part): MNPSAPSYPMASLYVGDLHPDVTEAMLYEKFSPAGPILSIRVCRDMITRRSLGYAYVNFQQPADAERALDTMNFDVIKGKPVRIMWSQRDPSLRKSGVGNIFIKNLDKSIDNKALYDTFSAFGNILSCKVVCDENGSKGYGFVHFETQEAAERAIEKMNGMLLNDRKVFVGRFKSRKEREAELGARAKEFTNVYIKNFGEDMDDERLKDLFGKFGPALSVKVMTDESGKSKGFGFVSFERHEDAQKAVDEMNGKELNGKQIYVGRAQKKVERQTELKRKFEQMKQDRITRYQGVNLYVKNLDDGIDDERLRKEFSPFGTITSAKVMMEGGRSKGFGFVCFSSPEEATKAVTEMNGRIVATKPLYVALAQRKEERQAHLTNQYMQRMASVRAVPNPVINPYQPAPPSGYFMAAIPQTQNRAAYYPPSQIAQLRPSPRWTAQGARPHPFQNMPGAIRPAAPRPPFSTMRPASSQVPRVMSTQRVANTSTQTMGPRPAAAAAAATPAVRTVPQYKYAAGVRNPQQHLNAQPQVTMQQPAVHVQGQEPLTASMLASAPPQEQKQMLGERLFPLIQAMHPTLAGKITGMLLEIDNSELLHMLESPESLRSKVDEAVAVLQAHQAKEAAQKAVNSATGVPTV
# MT1-MMP act inh = inhibitors of human MT1-MMP activation | P50281 | HT1080 RFP-PRO-GFP cells, GFP/RFP ratio fluorescence, overnight; percent of plate control window, DMSO zero | GFP/RFP ratio change, % at 20 µM | hit rate 0.061% among 360,000 | AID 651647;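 active = GFP/RFP ratio change of at least 30% with cell ATP level not reduced by more than half and red fluorescence within 50% of control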; also: strong numbers were not always called active
#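 Read-out: GFP/RFP fluorescence ratio; Test system: RFP-PRO-GFP reporter HT1080 cells; Compound dosing: single-point 20 µM compound, 1% DMSO; Times: overnight compound exposure at 37 °C.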
# FAS TE block = inhibitors of human fatty acid synthase thioesterase domain; P49327; recombinant FAS-TE, OMFH fluorogenic substrate, fluorescence endpoint; inhibition, % at 15 µM; hit rate 0.67% among 360,000;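 active = compounds whose normalised, plate-corrected inhibition of enzyme fluorescence in the single-dose primary screen is 50% or more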;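 also: 0% = DMSO with enzyme and 100% = substrate without enzyme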
# E coli Lon inh = E. coli protease La inhibition; hit rate 0.42% among 360,000; P0A9M0; AID 602123; purified E. coli Lon protease, fluorescence polarization; inhibition, % at 7.94 µM; in the data active = inhibition above about 13%, passing the limit was not always enough;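 also: 0% = enzyme with probe and DMSO and 100% = no enzyme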
# MsrA inhibitor = inhibits bovine methionine sulfoxide reductase A; purified bovine MsrA, absorbance read-out; inhibition, % at 15.5 µM; AID 651718; hit rate 0.75% among 360,000; in the data active = inhibition above about 4.5%;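 also: 0% = vehicle wells with enzyme and 100% = reference inhibitor wells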
# * = called active by the depositor; . = no result given.
[1] COc1ccc(N(CC(O)Cn2c3ccccc3c3ccccc32)S(=O)(=O)c2ccccc2)cc1 (centres undefined)
[2] O=C(N/N=C\c1ccc(F)cc1)c1ccc(Cn2cc(Br)c([N+](=O)[O-])n2)o1
[3] O=C(CSc1nnc(CNC(=O)c2cccc(C(F)(F)F)c2)o1)NCC1CCCO1 (centres undefined)
[4] OCc1c[nH]c(=S)n1CCOc1cccc(C(F)(F)F)c1
[5] FC(F)(F)c1nc(NCC2CCCO2)c2nnn(Cc3ccccc3Cl)c2n1 (centres undefined)
[6] Fc1cccc(Nc2ncnc3sccc23)c1
[7] Cc1ccc(S(=O)(=O)Nc2ncnc3sc(C)c(C)c23)cc1
[8] COc1ccccc1NC(=O)c1sc2ncn(Cc3ccccc3C)c(=O)c2c1C
[9] Nc1ccc(CC(N)c2csc(Nc3cc(Oc4ccccc4)ncn3)n2)cc1 (centres undefined)
[10] COc1ccc2[nH]cc(CCCN3C(=O)c4ccccc4C3=O)c2c1
Screen / compound no.	1	2	3	4	5	6	7	8	9	10
MLLE-PAM2 inh	6	4	-10	-68	2	8	-13	-32	-5	-12
Tb MetRS inh	-1.7	0.4	0.0	-1.0	-0.9	-0.3	-0.2	-1.4	-0.2	-0.4
MT1-MMP act inh	0	0	-1	4	2	-4	-6	-1	-9	2
E coli Lon inh	0	-2	-3	2	3	-9	-6	-4	1	1
SKN-1 inh	1	3	8	4	7	-24	-2	10	0	20
bovine MsrA act	-9	-3	-4	-3	-9	-5	4	-1	-2	-4
MsrA inhibitor	0.8	3.0	-1.2	2.0	1.1	-1.8	-0.2	0.3	0.3	0.0
CendR NRP1 mod	10	-7	-6	-4	-2	-9	-15	-31	-10	-14
FAS TE block	15	15	-6	-4	2	-1	-3	1	-6	2

# Arranged by molar mass (ascending): part of the list above.
[4] OCc1c[nH]c(=S)n1CCOc1cccc(C(F)(F)F)c1
[8] COc1ccccc1NC(=O)c1sc2ncn(Cc3ccccc3C)c(=O)c2c1C
[1] COc1ccc(N(CC(O)Cn2c3ccccc3c3ccccc32)S(=O)(=O)c2ccccc2)cc1 (centres undefined)
Screen / compound no.	4	8	1
MLLE-PAM2 inh	-68	-32	6
Tb MetRS inh	-1.0	-1.4	-1.7
MT1-MMP act inh	4	-1	0
E coli Lon inh	2	-4	0
SKN-1 inh	4	10	1
bovine MsrA act	-3	-1	-9
MsrA inhibitor	2.0	0.3	0.8
CendR NRP1 mod	-4	-31	10
FAS TE block	-4	1	15

# (list continues)
[11] COc1ccc(CNS(=O)(=O)c2ccc(F)c(C(=O)Nc3ccc(OC)cc3)c2)cc1
[12] CCOC(=O)N1CCN(C(=S)Nc2ccc3nc(N4CCN(CC)CC4)cc(C)c3c2)CC1
[13] Cc1cc(NC(=O)C(C)SCC(=O)N(C)CC(=O)Nc2ccc(F)cc2)no1 (centres undefined)
[14] CN1N=C(C(=O)NC2CCCc3c2cnn3-c2ccc(F)cc2F)CCC1=O (centres undefined)
[15] CCOC(=O)c1ccc(NC(=O)Cn2cc3c(n2)CCC(C)C3)cc1 (centres undefined)
[16] CN1CCN(c2nc(-c3ccccc3)nc(-c3ccc(F)cc3)c2C#N)CC1
[17] Cc1cc(=O)oc2cc(OCC(=O)N3CC[C@@]4(O)CCCC[C@H]4C3)c(Cl)cc12
[18] CC(=O)N1CCN(c2ccc([N+](=O)[O-])cc2C#N)CC1
[19] COc1ccccc1N1CCN(c2nc3ccccn3c(=O)c2C=O)CC1
[20] CCn1c(SCC(=O)Nc2ccc(N(C)C)cc2)nnc1-c1ccco1
Screen / compound no.	11	12	13	14	15	16	17	18	19	20
MLLE-PAM2 inh	0	-73	-2	-3	10	23	-3	2	-6	-13
Tb MetRS inh	0.0	-0.4	-0.5	-0.3	-0.5	-0.4	-1.2	-0.5	-1.6	-0.1
MT1-MMP act inh	-1	-1	4	-6	0	0	-4	4	-6	3
E coli Lon inh	-1	3	-19	-8	4	1	-4	-3	-7	-17
SKN-1 inh	2	12	2	3	0	6	11	3	3	2
bovine MsrA act	-1	-3	-14	-3	-1	-1	-3	2	-9	0
MsrA inhibitor	0.0	0.4	-0.9	0.4	0.3	1.9	-0.6	4.6*	1.4	0.1
CendR NRP1 mod	0	0	-13	-12	5	8	0	7	-7	-6
FAS TE block	0	-12	-3	-9	0	13	18	-3	-11	-2

[21] CCc1c(C(=O)Nc2cc(C(=O)OC)ccc2C)csc1C
[22] CCN(CC)C(=O)/C=C/c1ccc(OC)c(S(=O)(=O)N2CCCCC2)c1
[23] CC(CC(=O)N1CCN(c2ccccc2)CC1)S(=O)(=O)c1ccc2c(c1)NC(=O)CO2 (centres undefined)
[24] O=C(CSc1nc(-c2ccco2)cc(C(F)(F)F)n1)Nc1ccc(C(=O)N2CCOCC2)cc1
[25] O=C(c1cccnc1)N1CCc2ccccc2C1
[26] CC(C)CCOc1ccc(CO[C@@H]2[C@H]3OC(C)(C)O[C@H]3O[C@@H]2C(O)CO)cc1 (some centres undefined)
[27] C(=C1c2ccccc2-c2ccccc21)c1ccccn1
[28] O=C(NCC(F)(F)F)Nc1cccnc1
[29] COCCNC(=O)Nc1ccc(F)cc1
[30] CCC(C)(C)NC(=O)Cc1ccccc1OC
Screen / compound no.	21	22	23	24	25	26	27	28	29	30
MLLE-PAM2 inh	-18	-13	-2	9	6	3	10	1	-3	-3
Tb MetRS inh	-0.3	0.0	0.5	-0.1	-1.7	-0.3	0.0	-0.7	-0.7	-0.4
MT1-MMP act inh	-1	-1	2	4	5	-1	2	1	4	2
E coli Lon inh	8	-8	4	3	5	-3	9	-3	-1	-11
SKN-1 inh	-1	0	-14	-22	-9	14	52*	-3	-4	9
bovine MsrA act	-4	-2	-9	-1	-10	-3	-3	-4	-6	5
MsrA inhibitor	0.6	-0.1	-0.6	1.8	0.3	0.7	1.1	1.5	-1.2	1.6
CendR NRP1 mod	11	2	3	0	6	-2	0	-5	7	-6
FAS TE block	2	-6	-1	-3	-9	-4	30	-7	1	-9

[31] Cc1cc(C)c(S(=O)(=O)N2CCOC2CNC(=O)C(=O)NCc2ccccn2)c(C)c1 (centres undefined)
[32] COc1ccc(NC2=NCCC(=O)N2Cc2cccs2)cc1
[33] CCNC(=O)C1(C)CCCN(C(=O)CCc2cccs2)C1 (centres undefined)
[34] Cc1ccc(SCc2nnc(NC(=O)c3ccccc3)s2)cc1
[35] COc1ccccc1C(=O)N/C(=C\c1cn(C)c2ccccc12)C(=O)NCCN1CCOCC1
[36] CCN(CC(=O)NCc1ccc(F)cc1)C(=O)/C=C/c1cccs1
[37] COc1ccc2c([N+](=O)[O-])c(N3CCCC3)[nH]c2c1
[38] Cc1cccc(C)c1NC(=O)C1C2C=CC(C2)C1C(=O)O (centres undefined)
[39] COc1ccc(CNc2nccs2)cc1OC
[40] COc1ccc(-c2cc(OC)c3c(C)oc(C)c3c(=O)c2)cc1OC
Screen / compound no.	31	32	33	34	35	36	37	38	39	40
MLLE-PAM2 inh	-6	-1	18	-7	12	5	-61	3	1	8
Tb MetRS inh	-0.5	-1.6	0.1	-1.7	-0.4	-0.7	3.7	0.7	-0.4	-0.2
MT1-MMP act inh	-1	-3	6	0	-2	-1	2	-1	3	-96
E coli Lon inh	0	-17	11	-5	-5	4	-3	-10	-2	-9
SKN-1 inh	-6	-12	7	-9	10	-13	22	13	17	3
bovine MsrA act	-8	-13	1	-12	-3	-11	-3	-3	-9	-3
MsrA inhibitor	-0.2	-0.8	0.8	-0.5	3.6	1.8	1.2	0.6	0.2	2.2
CendR NRP1 mod	-10	-5	-4	10	-3	-6	8	18	5	-13
FAS TE block	-5	-6	-5	-9	-3	11	-4	-4	-7	-4

[41] COc1cc(S(=O)(=O)n2cnc3ccccc32)ccc1Br
[42] O=C1CC(N2CCN(C/C=C/c3ccccc3)CC2)C(=O)N1Cc1cccs1 (centres undefined)
[43] COc1cccc(OCCNC(=O)c2ccc(C)cc2)c1
[44] CCCCn1c(N)c(N(C)C(=O)C2CCCC2)c(=O)[nH]c1=O
[45] Cc1[nH]nc2c1C(c1ccc(-c3ccccc3C#N)o1)C(C#N)=C(N)O2 (centres undefined)
[46] CCOc1cc(/C=C2/C(=N)N3N=C(CC)SC3=NC2=O)ccc1OC(=O)c1ccco1
[47] C[C@@H]1CN([C@@H](C)CO)S(=O)(=O)c2ccc(Br)cc2O[C@H]1CN(C)C(=O)c1ccncc1
[48] Cc1ccc(C(=O)NCc2ccccn2)o1
[49] CCOC(=O)C1=CCN(S(=O)(=O)c2ccccc2Br)C1c1ccc(Cl)c(Cl)c1 (centres undefined)
[50] Cc1cc(Br)cn2c(Cc3cccc(F)c3)c(-c3ccc(F)cc3)nc12
Screen / compound no.	41	42	43	44	45	46	47	48	49	50
MLLE-PAM2 inh	-10	-2	8	-36	17	-8	7	0	20	.
Tb MetRS inh	-0.5	-0.3	-0.5	-0.2	0.2	0.5	-0.9	0.7	-2.0	-1.1
MT1-MMP act inh	1	5	2	-1	4	-11	7	-12	1	-4
E coli Lon inh	1	-2	8	-11	4	-17	-9	7	8	4
SKN-1 inh	7	22	-2	4	11	10	-6	7	-5	10
bovine MsrA act	2	-2	-1	-1	-2	-5	-2	-1	-9	-5
MsrA inhibitor	0.1	0.1	-0.6	1.5	.	-0.3	0.3	-0.7	1.3	1.1
CendR NRP1 mod	-7	-17	4	16	-7	-57	-3	5	8	1
FAS TE block	0	-5	3	-8	-4	-2	-5	-11	24	25

# MsrA inhibitor: hit marks shown above.
nr | Compound | MLLE-PAM2 inh | Tb MetRS inh | MT1-MMP act inh | E coli Lon inh | SKN-1 inh | bovine MsrA act | MsrA inhibitor | CendR NRP1 mod
18 | CC(=O)N1CCN(c2ccc([N+](=O)[O-])cc2C#N)CC1 | 2 | -0.5 | 4 | -3 | 3 | 2 | 4.6* | 7

# Quoted at random: two compounds from above
[50] Cc1cc(Br)cn2c(Cc3cccc(F)c3)c(-c3ccc(F)cc3)nc12
[44] CCCCn1c(N)c(N(C)C(=O)C2CCCC2)c(=O)[nH]c1=O
Screen / compound no.	50	44
MLLE-PAM2 inh	.	-36
Tb MetRS inh	-1.1	-0.2
MT1-MMP act inh	-4	-1
E coli Lon inh	4	-11
SKN-1 inh	10	4
bovine MsrA act	-5	-1
MsrA inhibitor	1.1	1.5
CendR NRP1 mod	1	16
FAS TE block	25	-8

# (list continues)
[51] CCCCCn1c(SCc2cccc(C)c2)nc2c1c(=O)[nH]c(=O)n2C
[52] Cc1n[nH]c(=O)nc1N/N=C/c1ccc(O)c([N+](=O)[O-])c1
[53] O=C(Sc1n[nH]c(=O)[nH]c1=O)c1ccccc1
[54] O=C(CC(=O)c1ccccc1)Nc1ccccn1
[55] Cc1ccc(S(=O)(=O)N(CC(=O)Nc2ccc(C(N)=O)cc2)C(=O)N2CCN(C)CC2)cc1
[56] O=C(c1cccs1)N1CCN(c2ccc(Cl)cc2)CC1
Screen / compound no.	51	52	53	54	55	56
MLLE-PAM2 inh	0	17	34	15	-10	-1
Tb MetRS inh	-0.4	-0.9	-0.5	0.0	-0.3	0.7
MT1-MMP act inh	-2	10	0	1	0	-1
E coli Lon inh	11	-3	1	0	-1	0
SKN-1 inh	-5	-3	24	-11	0	14
bovine MsrA act	0	-7	10*	-1	-3	-1
MsrA inhibitor	0.1	0.2	0.8	0.9	0.9	-1.5
CendR NRP1 mod	-8	3	-12	8	15	12
FAS TE block	-132	-3	-3	-6	-6	1

# Screening data deposited in PubChem BioAssay by several laboratories.

# The order is random. Share with any hit: about 4%.
